Screening data (PubChem BioAssay)
EPAC2 agonist = activates human EPAC2 exchange factor. Q8WZA2. 0.079% of 360,000 active. EPAC2 activation, biochemical qHTS; response scale: 100% = 6.5 mM cAMP response. AID 720711. Potency, µM (titrated, usually from 154 µM), for inactives: at the highest dose activation, hits mostly activators; also: potency is read from the fitted curve at half-maximal effect; nearly all actives have a fitted effect of over 50% in size
Target sequence (Q8WZA2 whole entry, looked up): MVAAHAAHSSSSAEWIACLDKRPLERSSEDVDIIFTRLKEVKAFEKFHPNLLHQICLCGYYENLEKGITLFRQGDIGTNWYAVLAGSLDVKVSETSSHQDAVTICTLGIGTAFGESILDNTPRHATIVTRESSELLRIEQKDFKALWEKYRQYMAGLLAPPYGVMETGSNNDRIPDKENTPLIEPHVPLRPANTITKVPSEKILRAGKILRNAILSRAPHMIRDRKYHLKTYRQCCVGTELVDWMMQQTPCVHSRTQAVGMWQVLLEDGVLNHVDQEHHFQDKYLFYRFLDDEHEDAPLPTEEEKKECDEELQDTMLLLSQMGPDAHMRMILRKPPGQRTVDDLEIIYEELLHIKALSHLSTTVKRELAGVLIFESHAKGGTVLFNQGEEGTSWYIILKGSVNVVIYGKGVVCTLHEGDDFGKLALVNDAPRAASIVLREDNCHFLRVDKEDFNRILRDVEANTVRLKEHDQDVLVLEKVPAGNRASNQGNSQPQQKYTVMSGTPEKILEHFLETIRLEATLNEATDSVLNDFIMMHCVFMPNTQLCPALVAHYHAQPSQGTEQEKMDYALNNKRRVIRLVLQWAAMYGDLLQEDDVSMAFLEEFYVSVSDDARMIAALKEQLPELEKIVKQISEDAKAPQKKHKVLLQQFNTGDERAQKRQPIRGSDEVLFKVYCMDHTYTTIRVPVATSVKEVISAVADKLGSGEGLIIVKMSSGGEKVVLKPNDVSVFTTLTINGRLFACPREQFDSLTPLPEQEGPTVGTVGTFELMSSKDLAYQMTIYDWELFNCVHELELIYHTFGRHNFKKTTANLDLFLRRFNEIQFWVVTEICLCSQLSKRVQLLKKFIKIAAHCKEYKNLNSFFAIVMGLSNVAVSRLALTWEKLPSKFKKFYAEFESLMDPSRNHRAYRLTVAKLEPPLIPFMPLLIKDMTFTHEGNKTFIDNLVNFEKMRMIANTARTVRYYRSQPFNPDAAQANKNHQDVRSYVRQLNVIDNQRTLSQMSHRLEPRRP
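Nucleotide exchange monitored as fluorescence drop when BODIPY-GDP leaves Rap1B. Reaction: 100 nM EPAC2, 250 nM RAP1B-BODIPY-GDP, 50 uM GDP, room temperature, kinetic read over 30 min. Activity expressed relative to 6.5 mM cAMP.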
Nrf2 ARE act = activates Nrf2 signaling | AREc32 ARE-luciferase reporter (MCF7-derived line), luminescence, 24 h | Potency, µM (top dose mostly 46.1 µM), for inactives: at the highest dose activation, hits mostly activators | 0.31% of 410,000 active | AID 624171; also: potency is read from the fitted curve at half-maximal effect; % of control where 0% means no effect; nearly all actives have a fitted effect of over 65% in size
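Quantitative high-throughput format: AREc32 reporter cells, 1000 per well, received compound by pin transfer and were incubated 24 hr at 37 deg C, 5% CO2, before Steady-Glo luminescence detection.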
pAkt inh = blocks phosphorylation of Akt; activity change, % for hits at 50 µM; AID 651550; Neuro2A IGF-stimulated pAkt S473 HTRF, 20 min; active compounds read low; 0.32% of 360,000 active; in the data active = activity change below about -80%; inconclusive = mostly about -51% to -80%; also: % is scaled to controls: 0 for no effect and ±100 for the full control effect
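Single-point screen (50 µM final compound) in Neuro2A cells stimulated 20 min with 6 nM IGF at 37 deg C. After lysis, Ser473-phosphorylated Akt read by HTRF (ex 330 nm, em 615/665 nm) as the 665/615 ratio.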
EPAC2 antag = antagonists of human EPAC2; EPAC2 GEF exchange of Rap1B-BODIPY-GDP, fluorescence; Potency, µM (top dose mostly 114 µM), for inactives: top-dose activity, negative = inhibition, actives largely listed as inhibitors; 0.18% of 360,000 active; AID 720708; also: potency is read from the fitted curve at half-maximal effect; % is scaled to controls: 0 for no effect and ±100 for the full control effect; nearly all actives have a fitted effect of over 45% in size; many of its hits are not listed in these tables
CCT chaperon mod = modulators of cytosolic chaperonin (CCT/TRiC) activity; activity change, % (test concentration not listed), hits read low; AID 651819; purified chaperonin ATPase assay, HTRF ADP detection, 30 min; 0.3% of 360,000 active; in the data active = activity change below about -30%; also: % is scaled to controls: 0 for no effect and ±100 for the full control effect
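ATPase activity: ADP formed was measured by HTRF Transcreener (665/615 nm ratio) after 30 min at 37 deg C with 10 uM ATP. Compounds screened at one 76 uM concentration against 40 or 20 nM TRiC in Tris pH 7.4/KCl/MgCl2/DTT buffer.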
Mm-Cpn inhibitor = blocks the Methanococcus maripaludis chaperonin Mm-Cpn; AID 504842; 0.031% of 330,000 active; purified Mm-Cpn ATPase, ADP Transcreener TR-FRET; Potency, µM (doses to about 76.9 µM), for the others: at the top dose activity, negative = inhibition, hits mostly inhibitors; also: potency is read from the fitted curve at half-maximal effect; % is scaled to controls: 0 for no effect and ±100 for the full control effect; nearly all actives have a fitted effect of over 80% in size
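Measured: ADP formation by purified Mm-CPN. Conditions: 25 nM protein, 10 uM ATP, Tris pH 7.4 with Mg2+, K+ and DTT, 37°C for 30 min. Detection: Transcreener HTRF after 30 min at room temperature.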
Nrf2 inh = blocks Nrf2 signaling; A549 ARE-Fluc reporter, luciferase luminescence, 18-24 h; Potency, µM (top dose mostly 46 µM), for inactives: at the top dose activity change, negative = inhibition, usual class: inhibitors; 2.1% of 360,000 active; AID 504444; also: potency is read from the fitted curve at half-maximal effect; % is scaled to controls: 0 for no effect and ±100 for the full control effect; nearly all actives have a fitted effect of over 60% in size
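Cells were seeded and rested 2 h, then exposed to compounds for 18-24 h. CellTiter-Fluor was read first as a viability measure. BugLite was added 15 min before the final luminescent read of ARE-luciferase activity in A549 cells.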
TGFb inhibitor = TGF-b pathway inhibition. 1.2% of 410,000 active. Potency, µM (titrated, usually from 46.1 µM), without a hit: top-dose activity, negative = inhibition, most hits filed as inhibitors. AID 588855. HepG2 CAGA-GFP TGF-b/SMAD3 reporter, GFP fluorescence, 18 h; TGF-beta stimulated, 500 pg/mL final; also: potency is read from the fitted curve at half-maximal effect; % is scaled to controls: 0 for no effect and ±100 for the full control effect; nearly all actives have a fitted effect of over 65% in size
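Inhibition was scored as loss of TGF-beta-induced (500 pg/mL final, 18 hours, 37 degrees C) GFP in HEPG2 cells carrying a CAGA-GFP reporter, in DMEM with 1% FBS. Well GFP was summed per cell; Activity was normalised to unstimulated and stimulated DMSO wells, then concentration-response fitting.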
A549 viability = kills or reduces viability of A549 cells in Nrf2 counter-screen; Potency, µM (top dose mostly 46 µM), for the others: at the top dose activity change, negative = cytotoxicity, hits mostly inhibitors; AID 504648; A549 ARE-Fluc cells, CellTiter-Fluor viability, 18-24 h; 0.16% of 390,000 active; also: potency is read from the fitted curve at half-maximal effect; % is scaled to controls: 0 for no effect and ±100 for the full control effect
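Cytotoxicity counterscreen: CellTiter-Fluor fluorescence was measured in A549 ARE_Fluc cells after 18-24 h of compound exposure in a concentration series. The subsequent BugLite luminescent read reports ARE-luciferase activity.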
Starred values were filed as active, the others as inactive; i = inactive; ? = inconclusive; · = not tested or not shown; [ ] = dose if it differs, or a comment. Unless noted, calls follow the shape of the dose curve; as a rule, active = well fitted curve in the direction sought with a large enough effect; inconclusive = small, poorly fitted or top-dose-only effect, or another doubt; inactive = no such curve, though single readings can be large; an effect the other way counts as inactive or inconclusive. Not all compounds are listed; the hit share may differ from the screen's.

SMILES | EPAC2 agonist | Nrf2 ARE act | pAkt inh | EPAC2 antag | CCT chaperon mod | Mm-Cpn inhibitor | Nrf2 inh | TGFb inhibitor | A549 viability
CSCC[C@H](N)C(=O)N1CCC(C(=O)N[C@H](C)C(=O)NC(C)c2ccccc2)CC1 (stereo not given in full) | -2.2% | -1.5% | i | 15.0% | 0.2 | 1.9% | 11.3% | -0.6% | -19.5%
Cc1ccc(Cl)cc1NC(=O)COC(=O)C1CCCC1 | -83.8%[inhibitor][15.6 µM] | -0.5% | · | 5.0% | -1.4 | 0.2% | 0.8% | 7.9% | -5.6%
COc1ccc(-c2cc(NCc3ccc(F)cc3)n3cnnc3n2)cc1 | · | 6.4% | · | · | · | · | -20.5% | ? | -0.2%
COc1ccc(NC(=O)CCn2nc(-c3ccc(Cl)cc3)c3ccccc3c2=O)cc1 | · | -0.9% | · | · | · | · | -3.0% | -0.4% | -4.0%
Cc1cccc(NC(=O)CNC(=O)CN2C(=O)NC(C)(CCC(C)C)C2=O)c1C (stereo not given) | -2.6% | -0.2% | i | 7.6% | 5.6 | · | -7.1% | 1.8% | -9.3%
COc1cc(C#Cc2c(-c3cncn3C)n(C)c3ccc(-c4cnc(N5CCOCC5)nc4)cc23)cc(OC)c1 | 4.2% | 4.2% | i | 3.0% | 0.1 | -7.7% | -4.9% | -18.9% | 11.8%
CC1CCc2onc(C(=O)Nc3ccc(Cl)cc3)c2C1 (stereo not given) | · | 0.7% | · | · | · | · | -26.4% | 3.0% | 6.7%
COc1ccc(-n2nc(C(=O)NCC(=O)NCC3CCCO3)c3ccccc3c2=O)cc1Cl (stereo not given) | 13.5% | -0.2% | i | 0.2% | -3.9 | 1.3% | -31.4% | -2.0% | -0.8%
CN(CCc1ccccc1)C(=O)c1ccc(NC(=O)Cc2ccc(NC(=O)C3CCN(C(=O)CCc4ccccc4)CC3)cc2)cc1 | 1.3% | 1.3% | i | 11.6% | -0.3 | · | 9.2µM* | -8.5% | -5.9%
CCCCc1nc2cc(C(=O)N3CCCCC3CCNC(C)=O)ccc2o1 (stereo not given) | 5.3% | 0.1% | i | 2.6% | 0.8 | 0.9% | 0.0% | -5.8% | 0.0%

The last two compounds of the section before come first, to join the parts:
SMILES | EPAC2 agonist | Nrf2 ARE act | pAkt inh | EPAC2 antag | CCT chaperon mod | Mm-Cpn inhibitor | Nrf2 inh | TGFb inhibitor | A549 viability
CN(CCc1ccccc1)C(=O)c1ccc(NC(=O)Cc2ccc(NC(=O)C3CCN(C(=O)CCc4ccccc4)CC3)cc2)cc1 | 1.3% | 1.3% | i | 11.6% | -0.3 | · | 9.2µM* | -8.5% | -5.9%
CCCCc1nc2cc(C(=O)N3CCCCC3CCNC(C)=O)ccc2o1 (stereo not given) | 5.3% | 0.1% | i | 2.6% | 0.8 | 0.9% | 0.0% | -5.8% | 0.0%
Cc1cc(NC(=O)COc2ccc(N(C)S(=O)(=O)c3ccccc3)cc2)no1 | 7.7% | -0.5% | i | -7.9% | -1.4 | 1.9% | -15.4% | -16.9% | -0.5%
CC(Sc1ccccc1)C(=O)N/N=C/c1ccccc1 (stereo not given) | 5.1% | 2.3% | i | -12.0% | 1.1 | · | -7.1% | 7.7% | 0.1%
CC(=O)c1cccc(S(=O)(=O)NCCC(=O)O)c1 | -3.0% | -0.8% | i | -5.7% | 0.5 | 1.4% | 4.3% | 11.8% | 4.0%
O=C(Nc1cc(S(=O)(=O)N2CCOCC2)ccc1N1CCOCC1)c1cccc(S(=O)(=O)N2CCCCC2)c1 | 8.6% | -1.1% | i | 5.1% | 1.0 | -1.8% | -6.4% | ? | 0.5%
Clc1ccc2nc(Nc3ccccc3Cl)nc(-c3ccccc3)c2c1 | · | -1.2% | · | · | · | · | 8.3% | 22.2% | 8.6%
COc1ccccc1NC(=O)CSc1nncn1-c1ccccc1 | -1.1% | 0.1% | i | 6.1% | 1.0 | 1.3% | 5.0% | 23.3% | 0.1%
CC1CC(C)CN(CCCNC(=O)CCC(=O)N2CC(C)Oc3ccccc32)C1 (stereo not given) | 5.1% | -1.1% | i | 5.8% | -2.7 | 1.5% | 0.2% | -5.0% | 3.4%
COc1ccc(N2C(=O)NC3CC2(C)Oc2ccccc23)cc1 (stereo not given) | 2.9% | 0.4% | i | -6.0% | -1.3 | 1.0% | 3.9% | -1.1% | -5.8%
Cc1nc2c(-c3ccccc3)c(C)nn2c(C)c1CCC(=O)NCc1cccc(Cl)c1 | · | -0.1% | · | · | · | · | -0.7% | ? | 2.3%
Nc1nc(-c2ccccc2)cn1N | 10.1% | 7.8% | i | 6.0% | -3.6 | -1.7% | ? | -7.6% | -3.9%
CC(C)CNC(=O)CSc1nnc(-c2ccc(Cl)cc2)n1N | 3.2% | -1.2% | i | -0.1% | -1.0 | 1.9% | 18.3% | -5.2% | 1.3%
Cc1cc(C)c(S(=O)(=O)c2ccccc2C(=O)O)c(C)c1 | 5.6% | -0.5% | i | -8.0% | -2.1 | -0.1% | ? | -6.7% | -10.9%
COc1ccc(C(=O)CCC(=O)Nc2cccnc2)c(OC)c1 | 9.0% | -0.1% | i | 1.2% | -3.7 | -0.2% | 6.9% | -0.1% | 4.7%
COC(=O)C1=C(C)Nc2c(c(=O)n(C)c(=O)n2C)C1c1cccc(O)c1 (stereo not given) | 5.1% | -0.1% | i | 5.0% | 1.3 | 2.6% | 17.3% | 9.0% | -0.7%
c1ccc(C2=Nn3c(nnc3-c3ccco3)SC2)cc1 | -3.3% | ? | i | 3.1% | 1.7 | -0.1% | ? | 3.0% | 4.7%
Cn1c(=O)[nH]c(=O)c2c1nc(N1CCCCC1)n2CC(O)COc1ccc([N+](=O)[O-])cc1 (stereo not given) | 0.2% | 2.0% | i | -6.1% | 2.3 | -3.7% | -12.0% | -26.7% | 7.4%
Clc1cccc(Nc2nc(-c3ccncc3)cs2)c1 | -6.2% | 20.3% | i | 6.6% | -1.2 | 1.9% | 7.6% | 91.1%[activator] | -6.0%
Cc1ccc(C(=O)N/C(=C\c2ccc(Cl)cc2)C(=O)NCC2CCCO2)cc1 (stereo not given) | -0.6% | 0.6% | i | 10.2% | -0.5 | -0.7% | 11.5% | 7.8% | 4.3%
COc1ccc(-n2nc(C(=O)NCC(=O)NC(C)C)c3ccccc3c2=O)c(OC)c1 | 5.1% | 0.3% | i | -0.9% | -2.8 | 2.0% | -1.7% | 3.5% | -3.4%
COc1ccc(C(CNC(=O)c2cccc(S(=O)(=O)Nc3ccccc3OC)c2)N2CCOCC2)cc1 (stereo not given) | 10.2% | -0.3% | i | -0.4% | -0.6 | 1.0% | -3.5% | -1.8% | 8.6%
COc1cc(C(=O)Nc2ccc(OCC(=O)O)cc2)cc(OC)c1OC | 5.0% | -0.4% | i | 1.4% | -4.1 | 1.7% | 0.6% | 7.8% | -6.0%
Cc1ccc(C(=O)OCC(=O)Nc2ccccc2N2CCOCC2)cc1 | -0.8% | -0.5% | i | -11.0% | -0.8 | 1.0% | ? | -12.8% | ?
COc1ccccc1NC1=CC(=O)CC(c2ccccc2)C1 (stereo not given) | 4.9% | -0.2% | i | 1.7% | -0.5 | -0.9% | ? | 7.2% | -10.4%
O=C1C2CC=CCC2C(=O)N1Nc1ccccc1 (stereo not given) | -0.8% | 2.8% | i | -2.1% | -0.8 | -5.6% | 12.1% | 0.8% | -3.0%
NC(=O)C1CC(O)CN1c1nc(CN2CCOCC2)nc2scc(-c3ccccc3)c12 (stereo not given) | 4.6% | -0.3% | i | 4.5% | -4.8 | 0.8% | 4.4% | -5.1% | 0.8%
C=CCn1c(=NC(=O)c2cccs2)sc2cc(NC(C)=O)ccc21 | -0.5% | 9.4% | i | -19.0% | -0.5 | -0.7% | ? | -1.2% | 0.4%
O=C(Nc1ccncc1Cl)c1ccncc1 | 2.1% | -0.9% | i | 8.4% | -0.6 | -3.7% | 6.8% | -1.8% | -0.5%
CCCCC(CC)Cn1c(Oc2ccccc2)nc2c1c(=O)n(C)c(=O)n2C (stereo not given) | · | 0.3% | · | · | · | · | -21.2% | ? | -0.5%
O=C(C(O)c1ccc(Br)cc1)N1CCC(Nc2ccc3[nH]ncc3c2)CC1 (stereo not given) | 0.5% | -0.3% | i | -19.3% | -0.3 | · | · | -1.4% | ·
CC1CC(C)CN(C(=O)c2ccc3c(c2NCCO)C(=O)c2ccccc2C3=O)C1 (stereo not given) | 5.0% | 2.7% | i | -17.1% | -1.2 | -4.3% | -4.9% | -18.7% | ?
COc1ccc(CCNC(=O)c2nnn(-c3cccc(C)c3)c2N)cc1OC | 8.3% | 1.5% | i | -1.1% | 0.4 | 0.8% | ? | -16.6% | -3.6%
Cc1nn(C)c(C)c1NC(=O)c1ccc(Cl)cc1 | -0.5% | -0.4% | i | 1.1% | -0.9 | 1.9% | -1.7% | 3.7% | -6.5%
CN(C(=O)COC(=O)C1=COCCO1)C1(C#N)CCCCC1 | 6.0% | 2.4% | i | -8.7% | -3.2 | 0.7% | ? | -2.4% | -5.4%
O=C(O)c1cccnc1-c1ncccc1C(=O)O | -0.2% | 0.4% | i | 10.4% | 3.3 | -1.8% | 0.6% | -6.4% | -7.7%
CC1(C)CC(=O)C(=Cc2cn(CCC#N)nc2-c2ccc(Cl)cc2)C(=O)C1 | 0.9% | 4.5% | i | 6.9% | -0.6 | 3.4% | 14.1% | -12.5% | 3.4%
CCOC(=O)c1c(NC(=O)COC(=O)c2cccnc2OCC)sc(C(=O)N(CC)CC)c1C | 4.3% | 4.7% | i | -1.2% | 0.4 | 1.0% | 14.6µM* | 0.0% | -24.7%
